Source: PubChem
LYP inhibition: inhibitors of LYP phosphatase, biochemical, fluorescence intensity, uHTS (AID 1779). inhibition, % at 11.5 µM; hits with a dose series show IC50 in µM. recombinant LYP phosphatase, fluorescence intensity; higher % means a stronger effect. actives 0.054% (n = 290,000);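 further: plate controls were vehicle with enzyme for no effect and no enzyme for full effect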
XIAP antagonists: small molecules displacing peptide from XIAP – biochemical, IAP family, fluorescence polarization (AID 1018). XIAP BIR domain, fluorescence polarization peptide displacement; higher % means a stronger effect. displacement, % at 20 µM; hits with a dose series show IC50 in µM. actives 0.007% (n = 200,000); in the data active means displacement above about 50%; further: a part of the inactive calls stands beside numbers as strong as those of hits
human PMI inhibition: inhibitors of human PMI, primary screen, biochemical, fluorescence intensity, coupled assay (AID 1209); purified PMI enzyme, coupled fluorescence intensity; higher % means a stronger effect; one-dose inhibition, % at 20 µM; IC50 in µM for titrated hits; actives 0.42% (n = 190,000);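 further: plate controls were DMSO vehicle for no effect and wells lacking substrate for full effect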
human PMI inhibitors: MPI inhibition at elevated mannose 6-phosphate – biochemical, fluorescence intensity, high mannose 6-phosphate, primary screen (AID 1220). recombinant PMI enzyme, coupled fluorescence intensity; higher % means a stronger effect. one-dose inhibition, % at 20 µM; IC50 in µM for titrated hits. actives 0.66% (n = 190,000)
P. falciparum M1AAP: malaria alanyl aminopeptidase activity blockers – biochemical, fluorogenic H-Leu-NHMec substrate, 1536-well (AID 1445); recombinant M1AAP, H-Leu-NHMec fluorogenic kinetic assay; higher % means a stronger effect; one-dose inhibition, % at 30 µM; IC50 in µM for titrated hits; actives 0.42% (n = 220,000);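 active means primary inhibition above the hit cutoff, then over 50% inhibition at one or more dose response concentrations, cut at about 23% in these data, passing the limit was not always enough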;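 further: plate controls were DMSO full reaction for no effect and no enzyme background for full effect; strong numbers were not always called active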
Myeloid diff 2: promotes myeloid progenitor differentiation; calls only at 10 µM; ER-HoxA9 myeloid progenitors, lysozyme-GFP differentiation, flow cytometry; actives 1% (n = 360,000);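 active means normalized GFP-positive differentiation at or above the plate's own cutoff, the solvent-only control mean plus 3 SD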;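 further: cells exposed to compound for four days before flow analysis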
TNAP activators: human TNAP enzyme activators, primary screen, biochemical, luminescent, no phosphate acceptor, uHTS (AID 1001) | activation fold at 20 µM, or EC50 in µM where a hit was titrated | actives 0.03% (n = 200,000) | purified TNAP, luminescent activation assay, no phosphate acceptor; higher activation fold means a stronger effect; in the data active means activation fold from about 3, or a potency from the dose series; inactive means the rest, 99 in 100 with activation fold below about 1.6; further: many of its hits are not listed in these tables
ER stress rescue: protection against thapsigargin-triggered cell killing – 384-well, CSM14.1, ATP luminescence, primary screen (AID 1222) | CSM14.1 thapsigargin-induced death rescue, ATP luminescence; higher % means a stronger effect | one-dose cellular ATP content (survival), % at 20 µM; EC50 in µM for titrated hits | 190,000 tested, under 10 active;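 active means EC50 below 50 µM in the dose-response confirmation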;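 further: death triggered by thapsigargin at about 15 µM added after 2 h compound pretreatment; cell ATP read after overnight thapsigargin exposure of roughly 18 to 22 hours; normalized against plate controls of thapsigargin alone and 5% DMSO vehicle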
P. falciparum M17LAP: P. falciparum M17LAP inhibitors, primary screen, biochemical, fluorogenic H-Leu-NHMec substrate, 1536-well (AID 1619) | recombinant M17LAP, H-Leu-NHMec fluorogenic kinetic assay; higher % means a stronger effect | inhibition, % at 30 µM; hits with a dose series show IC50 in µM | actives 0.38% (n = 220,000);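 active means compound inhibiting the enzyme by more than half at any dose during confirmatory dose-response retesting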;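 further: plate controls were full reaction with DMSO carrier for no effect and no enzyme background for full effect; strong numbers were not always called active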
Myeloid diff 2 GFP+ MAC1+ %: also measured in Myeloid diff 2; calls as there; GFP+ MAC1+ double positive, %; measured here: differentiation confirmed by MAC1 staining
* marks the source's active call; other numbers are inactive results; i = inactive; . = no result given; + = active, no number. Unless noted, no stated cut-off is given here; in the data, active means inhibition above about 50%; inactive means the rest.

SMILES	LYP inhibition	XIAP antagonists	human PMI inhibition	human PMI inhibitors	P. falciparum M1AAP	Myeloid diff 2	Myeloid diff 2 GFP+ MAC1+ %	TNAP activators	ER stress rescue	P. falciparum M17LAP
Cc1nn(C)cc1N1C(=O)c2cccc3c(N)ccc(c23)C1=O	-2%	.	.	.	3%	+	4.9*	.	.	-2%
CNc1oc(-c2ccc(Cl)cc2)nc1C#N	-7%	-5.3%	1%	1%	6%	i	3.7	1.1	-3.1%	-20%
c1ccc(-n2ncc3c(N4CCN(c5ccccn5)CC4)nc(N4CCOCC4)nc32)cc1	-6%	-3.1%	3%	4%	.	.	.	1.1	-1.0%	.
O=C(NCc1ccccn1)c1cc(-c2ccccc2Cl)on1	-8%	-4.5%	5%	5%	3%	i	0.4	1	-1.0%	13%
Nc1nnc(SCC(=O)Nc2ccc(F)c(Cl)c2)n1-c1ccccc1	-2%	0.1%	13%	6%	-5%	i	1.6	1	-4.2%	-5%
Cn1c(C(=O)NCCc2ccsc2)cc2c(=O)n(C)c3ccccc3c21	-1%	-5.1%	0%	0%	8%	i	2.8	1.2	0.1%	-12%
O=C1NCCN1CCNS(=O)(=O)c1ccc2ccccc2c1	-1%	-6.2%	-1%	0%	1%	i	2.4	1.1	-0.5%	9%
O=C(Oc1cc(=O)oc2ccccc12)c1ccccc1	-7%	-4.9%	-4%	-3%	0%	i	2.4	1.1	1.3%	0%
CO/N=C/NC(=O)NOCc1ccc(Cl)cc1Cl	-1%	-4.1%	3%	-7%	0%	i	1.3	1	10%	4%
CC(C)(C)NC(=O)COc1ccc(CNCc2cccnc2)cc1	-14%	-14%	-8%	-14%	1%	i	0.1	1.1	-1.8%	-5%
O=C(Cc1cccs1)N=Nc1c(O)[nH]c2ccc(Br)cc12	2%	.	.	.	22%	i	0.1	.	.	8%
O=C(CCc1nc(-c2cccs2)no1)NCc1ccc(F)cc1Cl	-1%	-1.4%	-3%	-7%	3%	i	2.3	1.2	2.1%	6%
O=C(NC(=S)N1CCN(C/C=C/c2ccccc2)CC1)c1ccc(Cl)nc1	0%	.	.	.	7%	i	1.1	.	.	2%
CCOC(=O)/C(C#N)=C/NC(=O)NC(C)(C)C	-9%	-0.1%	1%	-9%	2%	i	0.6	1.1	-2.9%	1%
CCCNC(=S)Nc1cccc(C(F)(F)F)c1	0%	0.2%	5%	3%	8%	i	0.9	1.1	-0.8%	-7%
O=C(CSc1nnc(-c2ccc(Cl)cc2)n1Cc1ccco1)c1cccs1	6%	-4.4%	-8%	-25%	7%	i	3.8	1.1	-1.7%	1%
Cc1ccc2nc(NC(=O)[C@H](C)N3C(=O)C4CC=CCC4C3=O)sc2c1 (stereo partly drawn)	-6%	-4.4%	15%	13%	-8%	i	0.4	1	-0.6%	12%
Cc1ccc(OCc2nc(-c3ccccn3)no2)c(Br)c1	-3%	-1.7%	-1%	3%	-1%	i	0.6	1.1	-5.4%	-13%
CCOC(=O)C(=NCCCN1CCOCC1)NNc1cccc(C(F)(F)F)c1	-2%	-14%	-74%	-107%	5%	i	1.1	1.1	2.7%	5%
CCN(CC)S(=O)(=O)c1ccc(N2Cc3ccccc3C2=N)cc1	-2%	-7.0%	0%	-2%	-3%	+	1.5*	1.1	0.3%	1%
NC(=O)c1cc(-c2ccccc2)nc2ccc(Br)cc12	-7%	.	.	.	-1%	i	0.9	.	.	2%
COc1ccc(Cl)cc1NC(=O)CN1CCC(n2nnc3cc(F)ccc32)CC1	-9%	0.7%	-10%	0%	0%	i	2.3	1.5	1.0%	-7%
Cc1nnc(SCC2=C(C(=O)O)N3C(=O)C(NC(=O)c4cccc(F)c4F)C3SC2)s1 (stereo not drawn)	-3%	-18%	4%	6%	7%	i	0.1	1	-13%	20%
CCCOC(=O)C1C2C=CC3(CN(c4ccc(Cl)c(F)c4)C(=O)C13)O2 (stereo not drawn)	-4%	18%	4%	2%	7%	i	0.8	1.1	-2.0%	15%
COc1nc(OC)nc(Oc2ccc([N+](=O)[O-])cc2Cl)n1	-4%	-4.4%	-14%	-5%	8%	i	0.5	1	-1.1%	-1%
CSCC(C)N1CCC(CO)(CCCc2ccccc2)CC1 (stereo not drawn)	-3%	-5.9%	5%	5%	6%	i	0.3	1.1	-1.6%	-7%
CCOC(=O)N1CCN(c2ccc(S(=O)(=O)N(Cc3ccccc3)Cc3ccccc3)cn2)CC1	7%	-6.5%	18%	18%	0%	i	1.1	1.1	-3.3%	-11%
CSCCC(Nc1nc2ccccc2s1)C(=O)O (stereo not drawn)	-3%	1.2%	17%	14%	10%	i	0.7	1	-2.4%	23%
O=C(NCc1ccccc1)c1c[nH]c2ccc(S(=O)(=O)Nc3ccc4c(c3)OCCO4)cc2c1=O	-2%	-10%	8%	7%	15%	i	1.1	1	-1.2%	-8%
COc1ccc(S(=O)(=O)N2CCOCC2)c(C)c1C	-4%	0.8%	13%	12%	6%	i	5.4	1.1	1.5%	19%
Cc1noc(C)c1S(=O)(=O)N(CC(=O)NCc1ccc(Cl)cc1)c1ccc2c(c1)OCO2	-4%	-1.8%	2%	7%	-2%	i	1.6	0.9	-0.4%	4%
Cc1ccccc1C(=O)NNC(=O)CCc1ccccc1	-4%	-7.9%	4%	6%	2%	i	0.1	1.1	-0.7%	2%
O=C(NCc1ccco1)/C(=C\c1cccnc1)NC(=O)c1ccccc1F	-5%	-2.8%	7%	17%	3%	i	0.7	1	-0.5%	11%
S=C(NCCN1CCOCC1)NC1CCCC1	-5%	-6.2%	-9%	-4%	8%	i	0.3	1	1.7%	-1%
Cc1ccc(SCc2[nH]nc3c2C(c2ccc(C)o2)C(C#N)=C(N)O3)cc1 (stereo not drawn)	3%	-3.8%	35%	39%	19%	i	4.3	1.1	2.5%	31%
Cc1ccccc1NC(=O)C(=O)Nc1ccccc1C	-5%	.	.	.	-3%	i	0.6	.	.	-2%
CCOC(=O)C(Cc1ccccc1)NC(=O)CCc1c(C)nc2nc(C)nn2c1C (stereo not drawn)	-8%	-2.2%	-5%	-5%	10%	i	0.9	1	3.3%	10%
COC(=O)c1cc(C#N)c(OC(C)C)nc1C	-3%	1.1%	-6%	-9%	0%	i	0.4	1.1	.	-5%
Cc1csc(NC(=O)CCCC(=O)O)c1-c1nc2ccccc2s1	1%	.	.	.	11µM*	i	0.0	.	.	35µM*
Fc1ccccc1CN1CCCN(C(=S)Nc2cccc(Cl)c2)C1	1%	-8.7%	6%	2%	23%	i	0.4	1.1	-1.5%	1%
FC(F)Oc1ccc(NC(=S)N2CCN(Cc3ccccc3)CC2)cc1	0%	-2.4%	3%	4%	8%	i	0.3	1.1	.	-15%
CCC(C)n1c(SCC(=O)NCc2ccco2)nnc1-c1cccc(S(=O)(=O)N2CCOCC2)c1 (stereo not drawn)	-5%	-3.0%	-5%	-6%	5%	i	0.7	1.2	-0.7%	9%
COc1ccc(OC)c(NC(=O)c2nnn(CCc3ccccc3)c2N)c1	-5%	-2.2%	-7%	-3%	2%	i	3.9	1.2	-1.6%	-5%
Cn1c(SCC(=O)NC2CCCCC2)nnc1-c1cc2cc(Cl)ccc2o1	-7%	-3.6%	8%	-3%	1%	i	1.0	1.2	-3.2%	3%
CCCN(CCO)Cc1cccc(Oc2ccccc2)c1	-12%	-7.6%	3%	-5%	-8%	i	1.1	1.1	1.9%	3%
COc1ccc(Oc2nc3ccccc3nc2C(F)(F)F)cc1	-6%	-7.4%	4%	8%	4%	i	0.8	1	-1.1%	8%
CCOC(=O)N/N=C/c1ccc(F)cc1F	-5%	0.5%	8%	6%	3%	i	0.3	1	-0.5%	-6%
CC(C)CC(NC(=O)C1CCC(C)CC1)C(=O)NCc1ccccn1 (stereo not drawn)	-8%	-5.5%	4%	-4%	2%	i	0.6	1.1	-0.7%	0%
O=C(COC(=O)c1ccc(Cl)c(S(=O)(=O)N2CCCC2)c1)NCc1cccs1	-1%	-3.9%	-2%	-3%	-5%	i	0.4	1	-1.7%	-4%
CCOC(=O)c1c(C)c(C(=O)NCCCOC(C)C)c(C)n1C	2%	-3.0%	6%	8%	-4%	i	1.3	1.1	0.0%	-2%
More structures:
SMILES	LYP inhibition	XIAP antagonists	human PMI inhibition	human PMI inhibitors	P. falciparum M1AAP	Myeloid diff 2	Myeloid diff 2 GFP+ MAC1+ %	TNAP activators	ER stress rescue	P. falciparum M17LAP
S=c1[nH]nc(C2(c3ccccc3)CCCC2)o1	-2%	.	.	.	6%	i	0.8	.	.	1%
CCN(CC)CCNS(=O)(=O)c1ccc(/C=C/C(=O)O)cc1	-2%	-1.4%	-5%	12%	3%	i	0.9	1.1	1.3%	-1%
COCCn1c(-c2ccc(Br)cc2)nc2oc3cc(OC)ccc3c(=O)c2c1=O	-5%	.	.	.	6%	i	0.5	.	.	7%
Nc1c(C(=O)c2cccs2)oc2ccccc12	-2%	1.0%	-4%	-7%	9%	i	1.0	1	0.0%	9%
COc1ccc(NC(=O)CSc2nc(N)c(-c3ccccc3)c(=O)[nH]2)cc1	-8%	-16%	14%	8%	-2%	i	2.8	1	-0.8%	5%
COc1ccccc1NC(=S)N(c1ccccc1)C(C)C	-2%	-2.4%	6%	1%	9%	i	0.4	1.3	-1.2%	-5%
CN(c1ccccc1)S(=O)(=O)c1cccc(NC(=O)CSc2ncn[nH]2)c1	-4%	-7.2%	16%	9%	2%	i	0.7	1.1	-1.7%	30%
CC(C)C(=O)Nc1cccc(NC(=O)c2cccc(F)c2)c1	-4%	-1.7%	3%	-1%	1%	i	0.8	1.1	-0.8%	3%
Cc1cc(=O)[nH]c(SCc2nc3ccc([N+](=O)[O-])cc3[nH]2)n1	-3%	-6.5%	0%	0%	10%	i	0.3	0.9	0.0%	13%
O=C(O)/C=C/C(=O)NC1CCCCC1	-10%	-13%	19%	4%	4%	i	5.1	1	-2.5%	10%
NC(=O)C1CCN(C(=O)c2ccc(C(F)(F)F)cc2)CC1	-7%	-12%	12%	12%	17%	i	0.7	1.1	-0.8%	-1%
CCOc1ccccc1NC(=O)C1CCCN(S(=O)(=O)c2ccc(OC)c(C)c2)C1 (stereo not drawn)	2%	-7.9%	18%	6%	-2%	i	0.8	1.1	1.4%	-5%
CC(=O)C(Sc1nn(C)c(=S)s1)C(=O)Nc1ccccc1 (stereo not drawn)	-2%	-6.7%	-6%	-94%	0%	i	2.0	1.1	0.2%	5%
CCOc1ccc(CNC(=O)c2ccco2)cc1	-6%	-7.9%	-11%	-4%	3%	i	0.5	1.1	-1.3%	2%

3 compounds already listed, sorted by the number in P. falciparum M1AAP, ascending:
SMILES | LYP inhibition | XIAP antagonists | human PMI inhibition | human PMI inhibitors | P. falciparum M1AAP | Myeloid diff 2 GFP+ MAC1+ % | TNAP activators | P. falciparum M17LAP
CCOc1ccccc1NC(=O)C1CCCN(S(=O)(=O)c2ccc(OC)c(C)c2)C1 (stereo not drawn) | 2% | -7.9% | 18% | 6% | -2% | 0.8 | 1.1 | -5%
CC(=O)C(Sc1nn(C)c(=S)s1)C(=O)Nc1ccccc1 (stereo not drawn) | -2% | -6.7% | -6% | -94% | 0% | 2.0 | 1.1 | 5%
NC(=O)C1CCN(C(=O)c2ccc(C(F)(F)F)cc2)CC1 | -7% | -12% | 12% | 12% | 17% | 0.7 | 1.1 | -1%
